MT1-MMP act inh: blockers of MT1-MMP proenzyme processing, primary screen, HT1080 RFP-PRO-GFP cells, GFP/RFP fluorescence. Matrix metalloproteinase-14 (Homo sapiens), P50281. GFP/RFP ratio fluorescence, overnight; percent of plate control window, DMSO zero. GFP/RFP ratio change, % at 20 µM. actives 0.061% (n = 360,000). AID 651647, 2012;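 active means GFP/RFP ratio change of at least 30% with cell ATP level not reduced by more than half and red fluorescence within 50% of control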; further: strong numbers were not always called active
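Assay system: HT1080 cells carrying an RFP-PRO-GFP reporter | Dosing: Single dose of 20 µM compound, 1% DMSO final | Incubation: Cells overnight before dosing, compound overnight, 37 °C, 5% CO2 | Evaluation: GFP/RFP fluorescence ratio | Control set: DMSO and RFP-L50D-GFP cell wells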
MsrA act: bovine MsrA enzyme activators, primary screen, biochemical, absorbance, HTS | Methionine sulfoxide reductase A (Bos taurus) | activation, % at 10.6 µM | actives 0.3% (n = 360,000) | AID 602163, 2012 | purified bovine MsrA, absorbance read-out; in the data active means activation above about 7.5%;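 further: 0% = vehicle and 100% = reference activator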
E coli Lon inh: inhibitors of E. coli Lon protease, primary screen, biochemical, fluorescence polarization. P0A9M0. purified E. coli Lon protease. inhibition, % at 7.94 µM. actives 0.42% (n = 360,000). AID 602123, 2011; in the data active means inhibition above about 13%, passing the limit was not always enough;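 further: 0% = enzyme with probe and DMSO and 100% = no enzyme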
Rin1 Abl inh: inhibitors of Rin1-Abl protein binding, primary screen, biochemical, TR-FRET; Tyrosine-protein kinase ABL1 (Homo sapiens) + Ras and Rab interactor 1 (Homo sapiens), …; inhibition, % at 7.35 µM; actives 0.4% (n = 360,000); in the data active means inhibition above about 5%, passing the limit was not always enough
CendR NRP1 mod: modulators of CendR peptide binding to NRP-1, primary screen, biochemical, fluorescence polarization, uHTS. inhibition, % at 25 µM. FAM-RPARPAR peptide binding to NRP-1. actives 0.85% (n = 360,000);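 active means inhibition or corrected inhibition above about 18%, plus a signal ratio from 0.5 to 1.5, limit read from the data, passing the limit was not always enough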; further: strong numbers were not always called active
SKN-1 inh: suppressors of acrylamide-induced Pgst-4::GFP reporter in worms, primary screen, SKN-1 inhibitor project, whole organism, uHTS, GFP/RFP fluorescence ratio, strain VP596; AID 624304, 2012; inhibition, % at 21.8 µM; actives 0.49% (n = 360,000); C. elegans VP596 Pgst-4::GFP/RFP ratio, 24 h;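 active means interference check ratio from 0.5 to 1.5 plus GFP to RFP signal ratio inhibition reaching or exceeding a fixed threshold, cut at about 30% in these data, passing the limit was not always enough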; further: some compounds called inactive have numbers as strong as hits
Neddylation inh: inhibitors of cullin neddylation, primary screen, biochemical, TR-FRET, uHTS, NAE and Ubc12; NEDD8-conjugating enzyme Ubc12 (Homo sapiens) + NEDD8-activating enzyme E1 regulatory …; calls only at 25 µM; actives 0.58% (n = 360,000); AID 651699, 2012; in the data active means inhibition above about 36%
PABP1 MLLE inh: inhibitors of PABP1 MLLE–PAM2 peptide binding, primary screen, biochemical, fluorescence polarization, FITC-PAM2, GST-MLLE. Polyadenylate-binding protein 1 (Homo sapiens), P11940. inhibition, % at 20 µM. actives 0.36% (n = 360,000); in the data active means inhibition above about 35%, passing the limit was not always enough;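 further: plate controls were DMSO wells with GST-MLLE for no effect and wells lacking GST-MLLE protein for full effect; some results filed as inactive read as strong as hits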
Target sequence (P11940 whole entry, looked up): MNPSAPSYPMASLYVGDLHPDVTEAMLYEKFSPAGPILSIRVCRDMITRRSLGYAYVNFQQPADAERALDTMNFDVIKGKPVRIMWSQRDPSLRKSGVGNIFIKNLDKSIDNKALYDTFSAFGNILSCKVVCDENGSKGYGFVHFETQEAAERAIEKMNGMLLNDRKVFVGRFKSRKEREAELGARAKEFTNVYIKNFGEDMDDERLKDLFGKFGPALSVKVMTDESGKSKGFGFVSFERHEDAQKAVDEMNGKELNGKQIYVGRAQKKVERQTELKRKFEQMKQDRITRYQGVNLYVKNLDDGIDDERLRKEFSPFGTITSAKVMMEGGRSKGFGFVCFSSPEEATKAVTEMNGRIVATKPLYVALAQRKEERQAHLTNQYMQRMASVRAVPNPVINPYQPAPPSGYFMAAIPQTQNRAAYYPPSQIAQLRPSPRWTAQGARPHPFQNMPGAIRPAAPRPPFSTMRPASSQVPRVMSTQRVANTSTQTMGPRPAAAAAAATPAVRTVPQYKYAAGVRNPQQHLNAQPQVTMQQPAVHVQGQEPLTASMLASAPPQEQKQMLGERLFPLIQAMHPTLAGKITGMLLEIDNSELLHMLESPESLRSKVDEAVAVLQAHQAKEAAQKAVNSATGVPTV
FAS TE block: FAS thioesterase domain inhibitors, primary screen, biochemical, fluorescence intensity, uHTS. Fatty acid synthase (Homo sapiens), P49327. recombinant FAS-TE, OMFH fluorogenic substrate, fluorescence endpoint. inhibition, % at 15 µM. actives 0.67% (n = 360,000). AID 602261, 2012;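 active means compounds whose normalised, plate-corrected inhibition of enzyme fluorescence in the single-dose primary screen is 50% or more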;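 further: 0% = DMSO with enzyme and 100% = substrate without enzyme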
An asterisk follows results filed as active; i = inactive; . = no result given.

mol,MT1-MMP act inh,MsrA act,E coli Lon inh,Rin1 Abl inh,CendR NRP1 mod,SKN-1 inh,Neddylation inh,PABP1 MLLE inh,FAS TE block
O=C(COC(=O)c1cc(=O)[nH]c2ccccc12)NCc1ccc(Cl)cc1,-1,-3,-3,-3,9,-13,i,6,5
O=C(NCCC(=O)N(Cc1ccco1)Cc1cccs1)c1ccccc1Cl,-4,-3,-4,0,7,10,i,12,1
CCC(=O)n1nc(-c2ccc(Cl)cc2)nc1NCc1ccccc1,6,0,-5,2,3,5,i,7,13
COC(=O)CN1C(=O)[C@H]2[C@@H](/C=C/c3ccccc3)N3C(=O)CN(CCO)C(=O)[C@@]3(Cc3ccccc3)[C@H]2C1=O,3,-4,6,-2,5,11,i,1,-10
CCNC(=O)C1(C)CCCN(C(=O)c2cccnc2Oc2ccccc2)C1 (centres undefined),-1,-11,-3,-1,-7,15,i,1,-6
COc1cccc(/C=N/NC(=O)C(=O)N/N=C/c2cccc(OC)c2OC)c1OC,4,-4,-2,-2,6,-5,i,13,-9
CCOC(=O)N1CCN(C(=O)CN(C2CCCCC2)S(=O)(=O)c2ccc(F)cc2)CC1,5,-2,-2,0,7,7,i,2,-4
CCOCCn1c(C(C)O)nc2ccccc21 (centres undefined),1,2,-9,-1,12,13,i,-5,-4
COc1ccc(NC(=O)/C=C/c2cccc(C(F)(F)F)c2)cn1,2,-9,1,2,0,10,i,-2,4
CC(=O)OC[C@H]1O[C@@H](O[C@H]2C[C@]3(C)C(C[C@@H](O)C4C([C@]5(C)CC[C@@H](C(C)(C)O)O5)CC[C@]43C)[C@@]3(C)CC[C@H](O)C(C)(C)C23)[C@H](O[C@@H]2O[C@@H](C)[C@H](O)[C@@H](O)[C@H]2O)[C@@H](O)[C@@H]1O (some centres undefined),-2,-2,-8,1,9,9,i,-6,-10
CN(CC(=O)Nc1cccc2ccccc12)c1ccc(S(=O)(=O)N2CCOCC2)cn1,1,-13,-8,-4,2,0,i,-1,1
Oc1ccc(/C=N/Nc2cc(N3CCOCC3)nc(N3CCOCC3)n2)cc1O,8,-5,-1,3,26*,6,i,-7,-12
CC(=O)c1c(C)nc(-c2cccc([N+](=O)[O-])c2)n1O,-3,-6,-5,0,-10,-2,i,-16,-2
Cc1nnsc1SCC(=O)O,2,-4,-1,0,-3,-17,i,-1,-2
Cc1ccc(NC(=O)CN2C(=O)NC(C)(C3CC3)C2=O)c(C)c1 (centres undefined),-2,-3,-10,-1,11,6,i,7,-9
CC1CCc2c(sc3ncnc(NCc4cccnc4)c23)C1 (centres undefined),0,-1,-9,3,-2,8,i,6,-2
CC(C)NC(=O)NC(=O)COC(=O)c1ccc(OC(F)(F)F)cc1,2,-3,-3,2,5,-6,i,4,-7
C/C(CC(=O)NC1CCCCC1)=N\NC(=O)c1ccccc1C,-1,2,4,2,4,9,i,-6,1
CC(C)CCNC(=O)C1(O)c2ccccc2NC(=O)N1c1ccc(Cl)cc1 (centres undefined),-1,-1,-7,-1,13,-1,i,5,-4
CCOC(=O)C1=C(O)/C(=C/c2ccc(OCC(=O)O)c(OC)c2)SC1=Nc1ccc(OCC)cc1,6,-4,-10,-3,-27,8,i,27,3
COc1ccccc1N1CCN(Cc2ccco2)CC1,11,-2,-6,0,7,-12,i,-15,-7
O=C(CSc1ccc(-c2ccncc2)nn1)N1CCCC1,-3,0,0,4,-3,7,i,-7,-4
COc1ccc2nc(NCCO)[nH]c2c1,0,-5,-5,-1,-6,-1,i,-8,-10
COc1ccc(NS(=O)(=O)c2cc(NC(=O)C3=NN(c4ccccc4)C(=O)CC3)ccc2C)cc1,1,-9,9,-1,-2,19,i,-11,45
COc1ccc(N2C(=O)C3C(c4ccc(OC)cc4O)NC(Cc4ccccc4)(C(=O)O)C3C2=O)cc1 (centres undefined),1,-3,12,1,15,5,i,-4,-3
c1ccc(-c2nc(C3CCCCC3)no2)cc1,-4,-11,5,7,-5,-17,i,-9,1
CCCCN(CC(=O)NCc1ccc(F)cc1)C(=O)c1ccco1,-1,-7,2,2,0,3,i,-13,-3
NS(=O)(=O)c1ccc(NC(=S)NC(=O)c2ccc(-c3ccccc3)cc2)cc1,4,-3,-5,2,-6,-5,i,43*,-6
FC(F)(F)c1ccccc1N/N=C/c1cccnc1,1,-1,10,-2,9,14,i,11,6
CN(Cc1ccc(Cl)cc1)C(=O)c1[nH]c(C(F)(F)F)nc1-c1ccccc1,2,-5,5,1,-5,7,i,6,-2
Cc1cccc(-c2nnc3n2N=C(c2ccccc2)CS3)c1,7,-1,-10,-4,0,-2,i,-6,10
COc1ccc(C(CC(=O)O)NC(=O)c2sc3ccccc3c2Cl)cc1 (centres undefined),-1,-14,-20,-19,-6,-9,i,-4,5
C[C@H](NC(=O)[C@@H]1Cc2ccccc2CN1C(=O)OC(C)(C)C)C(=O)NCc1ccco1,-3,-2,-1,-1,11,-2,i,-7,-2
CC(C)=C1C2CCC1C1C(=O)N(c3ccc(C)c(C)c3)C(=O)C21 (centres undefined),-2,-6,10,2,-8,4,i,-5,-5
CCS(=O)(=O)N1CCCC(C(=O)NCCc2ccc(OC)c(OC)c2)C1 (centres undefined),1,-1,3,-3,6,9,i,-5,-9
CCCC(=O)Nc1ccc(C2C(=O)c3ccccc3C2=O)cc1,4,-4,2,3,-3,6,i,3,-2
CC1(Oc2cccc(Cl)c2)CCN(Cc2ccc(OC(F)(F)F)cc2)C1 (centres undefined),4,-6,4,1,13,1,i,9,14
O=C(Nc1ccc2oc(Cc3ccc(Cl)cc3)nc2c1)c1cccnc1,-6,-2,-9,0,10,-2,i,2,4
CCOc1ccc(OCC)c(NC(=O)CSc2nnc(-c3cccnc3)o2)c1,-3,2,16,1,8,0,i,9,-4
O=C(Cn1cnc([N+](=O)[O-])n1)N/N=C/c1ccc2ccccc2c1,5,0,4,-5,0,4,i,9,11
Cn1c(=O)c2c(ncn2CC(=O)OCC(=O)Nc2ccc(F)cc2F)n(C)c1=O,4,-6,-3,2,0,13,i,3,-7
CSCCCc1cn([C@@H](CO)C(=O)NCCCCCCCCCCC(=O)N2CCNCC2)nn1,2,1,-1,2,-5,26,i,12,-14
CCCc1nc2ccc(C)cn2c1Cc1cccc(F)c1,1,-2,3,-1,4,7,i,-9,1
O=C1[C@H]2[C@@H](c3ccccc3)N[C@]3(CCCN(Cc4ccccc4)C3=O)[C@H]2C(=O)N1Cc1ccccc1,-3,0,1,2,-3,15,i,10,2
Cc1[nH]c(=S)[nH]c(=O)c1Cc1ccccc1,9,0,-8,2,-1,-4,i,10,-2
CCOc1ccc(NC(=S)N2CCC(NC(=O)c3ccccc3C)CC2)cc1,-1,2,1,-3,8,-8,i,-84,-3
COc1ccc(OC)c(NC(=O)CSc2nnc(-c3ccco3)n2-c2ccc(C(=O)O)cc2)c1,-4,-2,-8,-1,2,7,i,-26,-1
O=C1Nc2ccccc2C1=Nc1cccc([N+](=O)[O-])c1,1,0,6,-3,-18,-3,i,7,-8
COc1ccc(CCNC(=O)CSc2nc3ccccc3o2)cc1OC,2,2,-8,-3,-6,-1,i,1,-9
COc1ccc(C2/C=C\CN(C(=O)c3ccccc3)CC(=O)N2Cc2ccc(F)cc2)cc1 (centres undefined),0,-1,-5,1,3,9,i,2,10
COc1cc2[nH]c(=S)nc(NCc3cccnc3)c2cc1OC,5,-3,-3,1,-6,-7,i,-93,0
CCS(=O)(=O)NCC(c1cccnc1)N1CCN(c2ccccc2OC)CC1 (centres undefined),2,-1,-6,-1,-12,7,i,-4,-8
C=CC[n+]1c(-c2ccc(OC)cc2)csc1NNC(=O)Nc1ccccc1,-61,-2,-14,-7,1,15,i,-51,12
COc1cc(OC)c(NC(=O)CCNS(=O)(=O)c2ccc3c(c2)oc(=O)n3C)cc1Cl,0,-9,-8,0,4,1,i,16,-11
CCCOC(=O)c1cc(NC(=O)/C=C/c2ccccc2)ccc1O,0,-1,-1,0,-7,3,i,3,26
COc1ccc(CCC(=O)O)cc1OC,4,-1,1,0,-4,9,i,-3,-6
O=C(O)Cc1ccc(NS(=O)(=O)c2ccc3ccccc3c2)cc1,-3,-6,-10,2,-2,-13,i,-1,-7
CN(C)Cc1cc(C(C)(C)C)c(O)c(C(C)(C)C)c1,4,-5,-2,0,-4,10,i,-2,-6
CC(Oc1ccc2c(-c3ccccc3)cc(=O)oc2c1)C(=O)NC(Cc1c[nH]c2ccccc12)C(=O)O (centres undefined),2,-3,-8,2,6,4,i,4,-6
CCOc1ccc(C2=Nc3ccc(Br)cc3C(c3ccc(N4CCOCC4)cc3)=NN2)cc1,3,-3,2,-3,9,-1,.,-4,36

An excerpt of these results, field by field.
COc1cc(OC)c(NC(=O)CCNS(=O)(=O)c2ccc3c(c2)oc(=O)n3C)cc1Cl
  MT1-MMP act inh = 0 | MsrA act = -9 | E coli Lon inh = -8 | Rin1 Abl inh = 0 | CendR NRP1 mod = 4 | SKN-1 inh = 1 | Neddylation inh = i | PABP1 MLLE inh = 16 | FAS TE block = -11

CCCOC(=O)c1cc(NC(=O)/C=C/c2ccccc2)ccc1O
  MT1-MMP act inh = 0 | MsrA act = -1 | E coli Lon inh = -1 | Rin1 Abl inh = 0 | CendR NRP1 mod = -7 | SKN-1 inh = 3 | Neddylation inh = i | PABP1 MLLE inh = 3 | FAS TE block = 26

Additional entries:
mol,MT1-MMP act inh,MsrA act,E coli Lon inh,Rin1 Abl inh,CendR NRP1 mod,SKN-1 inh,Neddylation inh,PABP1 MLLE inh,FAS TE block
COCCNc1nc(-c2cc(C)c(C)cc2C)cs1,3,-3,12,-1,17,9,i,20,-3
CN(C)S(=O)(=O)c1cccc(NC(=O)c2cc(=O)[nH]c3ccccc23)c1,-6,-5,-1,-2,4,7,i,-3,0
CCOC(=O)c1ccc(-n2c(O)c(/C=N/NC(=O)C3COc4ccccc4O3)c3ccccc3c2=O)cc1 (centres undefined),-9,1,-18,3,-37,11,i,-16,11
COc1cc(C(C[N+](=O)[O-])c2c(N)n(C)c(=O)n(C)c2=O)ccc1O (centres undefined),-3,-8,-4,1,4,1,i,13,-8
COc1ccccc1Oc1c(C)oc2c(CN3CCOCC3)c(O)ccc2c1=O,-2,-1,7,-2,9,-3,.,-3,-7
COC(=O)N[C@@H]1C[C@H]2[C@@H]3CC[C@H]4C[C@@H](OC)CC[C@]4(C)[C@H]3CC[C@@]12C,-2,-1,-5,4,20,11,i,-8,25
O=C(CCc1nc2ccccc2c(=O)[nH]1)Nc1ccc(Cl)c(Cl)c1,0,-8,0,2,-25,3,i,-12,13
C[C@@H](NC(=O)c1nc[nH]c1C(=O)N(C)Cc1ccccc1)c1ccccc1,2,0,-3,2,-5,11,i,9,-2
Cc1ccc(Cl)cc1N1CCN(S(=O)(=O)c2ccc3[nH]c(=O)c(=O)[nH]c3c2)CC1,0,-9,-1,0,-6,-2,i,8,35
COc1ccc(C2CC(C(F)(F)F)n3ncc(C(=O)Nc4c(C)n(C)n(-c5ccccc5)c4=O)c3N2)cc1 (centres undefined),-1,-1,2,4,-4,11,i,2,0

Assay outcomes deposited in PubChem by several laboratories.
